# Tau fluor counter – Counterscreen qHTS for Inhibitors of Tau Fibril Formation, Fluorescence Polarization; tau K18 P301L Alexa594 fluorescence, heparin fibrillization; Potency, µM (series often up to 57.7 µM), for inactives: at the top dose activity change, negative = decrease; actives 0.93% (n = 280,000); note: % is set by controls: 0 for no effect and ±100 for the full control effect; nearly all actives have a fitted effect of over 55% in size
#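 Human tau K18 P301L (15 uM unlabeled, 0.24 uM Alexa 594-labeled) in 100 mM sodium acetate pH 7 with 20 uM heparin, 6 hr at 37 C. ThT 30 uM added, 1 hr ambient; Alexa 594 FP and total fluorescence read at 555/632 nm.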
# L3MBTL1 inh – qHTS Assay for the Inhibitors of L3MBTL1 | AlphaScreen L3MBTL1–H3K9me1 peptide binding | actives 0.66% (n = 230,000) | Potency, µM (titrated, usually from 57.1 µM), for the others: top-dose activity, negative = inhibition, hits mostly inhibitors | Lethal(3)malignant brain tumor-like protein 1 (Homo sapiens), Q9Y468; note: % is set by controls: 0 for no effect and ±100 for the full control effect; nearly all actives have a fitted effect of over 60% in size
#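 L3MBTL1 (50 nM) pre-complexed 30 min with biotinylated H3(1-15)K9me1 peptide (75 nM), then compounds added for 30 min at room temperature; AlphaScreen streptavidin donor/nickel chelate acceptor beads (10 ug/mL final) read after 30 min dark incubation.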
# TR SRC2 fluor cs – Total Fluorescence Counterscreen for Inhibitors of the Interaction of Thyroid Hormone Receptor and Steroid Receptor Coregulator 2; actives 0.29% (n = 280,000); Potency, µM (highest dose often 106 µM), for inactives: at the highest dose fluorescence change, negative = quenching; TRb/SRC2 Texas Red total fluorescence interference; AID 1479, 2009; active = well fitted curve in either direction with a large enough effect; inconclusive = small, poorly fitted or top-dose-only effect; note: % is set by controls: 0 for no effect and ±100 for the full control effect
#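 Human TRb ligand-binding domain at 0.6 uM with 20 nM Texas Red SRC2 peptide in Tris buffer containing 1 uM T3 and 5% DMSO, incubated with compound 5 h at ambient temperature. Total fluorescence (555/632 nm) calculated as parallel + 2 × perpendicular.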
# Tau FP inhib – qHTS for Inhibitors of Tau Fibril Formation, Fluorescence Polarization; Microtubule-associated protein tau (Homo sapiens), P10636; K18 P301L tau heparin fibrillization, Alexa594 FP, 6 h; Potency, µM (series often up to 57.7 µM), without a hit: at the highest dose activity, negative = inhibition, usual class: inhibitors; actives 0.39% (n = 280,000); AID 1468, 2008; note: % is set by controls: 0 for no effect and ±100 for the full control effect; nearly all actives have a fitted effect of over 55% in size
# Target sequence (P10636 561-689 P618L limits assumed): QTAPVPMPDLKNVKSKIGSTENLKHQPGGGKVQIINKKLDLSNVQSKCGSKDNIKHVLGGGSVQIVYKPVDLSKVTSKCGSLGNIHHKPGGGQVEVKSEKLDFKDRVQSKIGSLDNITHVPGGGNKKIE
#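 Recombinant K18 P301L […], labeled with Alexa 594 at 0.24 uM over 15 uM unlabeled; heparin inducer 20 uM final; 37 C, 6 hr; FP endpoint.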
# TRb SRC2 PPI – qHTS for Inhibitors of the Interaction of Thyroid Hormone Receptor and Steroid Receptor Coregulator 2; actives 0.065% (n = 280,000); TRbeta-SRC2 peptide binding, fluorescence polarization; receptor liganded with 1 µM T3; Potency, µM (top dose mostly 106 µM), for the others: at the highest dose activity change, negative = inhibition, actives largely listed as inhibitors; AID 1469, 2008;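 note: plate controls were bound peptide for no effect and peptide without receptor for full effect; nearly all actives have a fitted effect of over 50% in size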
#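 Human TRb ligand-binding domain (0.6 uM) is mixed with 20 nM Texas Red SRC2 peptide and 1 uM T3; after compound addition and 5 hr at ambient temperature, polarization is measured and normalized to unbound and bound controls.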
# RECQ1 inh – qHTS Assay for Inhibitors of RecQ-Like Dna Helicase 1 (RECQ1); AID 2549, 2010; actives 0.54% (n = 240,000); RECQ1 DNA unwinding, red fluorescence kinetic read; ATP-dependent DNA helicase Q1 (Homo sapiens), P46063; Potency, µM (top dose mostly 57.3 µM), for the others: at the top dose activity, negative = inhibition, most hits filed as inhibitors;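 note: plate controls were vehicle for no effect and no enzyme for full effect; nearly all actives have a fitted effect of over 30% in size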
# Target sequence (P46063 whole entry, looked up): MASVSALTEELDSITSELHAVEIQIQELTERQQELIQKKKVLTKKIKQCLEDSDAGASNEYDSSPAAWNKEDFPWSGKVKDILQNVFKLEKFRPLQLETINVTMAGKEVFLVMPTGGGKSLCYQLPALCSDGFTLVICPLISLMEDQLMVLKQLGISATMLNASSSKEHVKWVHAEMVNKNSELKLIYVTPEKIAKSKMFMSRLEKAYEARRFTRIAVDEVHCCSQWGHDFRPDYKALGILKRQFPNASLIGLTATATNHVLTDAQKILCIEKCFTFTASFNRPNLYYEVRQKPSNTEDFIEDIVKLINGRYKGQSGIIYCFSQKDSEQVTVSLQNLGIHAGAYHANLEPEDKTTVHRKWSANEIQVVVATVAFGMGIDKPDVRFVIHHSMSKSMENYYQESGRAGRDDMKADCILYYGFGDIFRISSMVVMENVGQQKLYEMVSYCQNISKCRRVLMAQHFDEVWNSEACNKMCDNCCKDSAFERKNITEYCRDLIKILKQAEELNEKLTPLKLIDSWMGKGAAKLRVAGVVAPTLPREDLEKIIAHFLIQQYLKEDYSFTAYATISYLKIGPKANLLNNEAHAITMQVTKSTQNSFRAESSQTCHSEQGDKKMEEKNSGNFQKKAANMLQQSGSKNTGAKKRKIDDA
#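 RECQ1T1 50 nM; forked duplex (20 bp + 30-nt ss tails) 200 nM, ATP 2 mM final; pH 8.0, 2 mM MgCl2, 2.5 ug/ml poly(dI-dC); 15 min compound preincubation; discontinuous kinetic read over 2 h at RT.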
# HTT cytoprotect – qHTS Multiplex Assay to Identify Dual Action Probes in a Cell Model of Huntington: Cytoprotection (ATP). PC12 HTT-Q103 induced, cytoprotection, ATP luminescence, 40 h. AID 1471, 2008. Potency, µM (doses to about 56.4 µM), inactives show cytoprotection (ATP increase), usual class: activators. actives 0.14% (n = 230,000);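 note: % of control where 0% means no effect; nearly all actives have a fitted effect of over 45% in size; toxic huntingtin expression switched on by the ecdysone agonist tebufenozide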
#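 Readout: ATPlite luminescence (ATP level). Model: stable PC12, inducible Htt exon1 Q103-GFP. Inducer: tebufenozide, 100 nM final. Compounds: dose series. No G418 in medium.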
# Tau ThT inhib – qHTS for Inhibitors of Tau Fibril Formation, Thioflavin T Binding | Microtubule-associated protein tau (Homo sapiens), P10636 | recombinant tau K18 P301L, heparin-induced fibrillization, ThT fluorescence | Potency, µM (highest dose often 57.4 µM), for the others: at the highest dose activity, negative = inhibition, most hits filed as inhibitors | actives 2.1% (n = 270,000); note: % is set by controls: 0 for no effect and ±100 for the full control effect; nearly all actives have a fitted effect of over 55% in size
#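 Using a mix of unlabeled (15 uM) and Alexa 594-labeled (0.24 uM) tau K18 P301L, heparin-triggered fibrillization over 6 hr at 37 C was scored by ThT fluorescence.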
# The depositor's hits bear a star; i = inactive; ? = inconclusive; nt = not tested or not shown; [ ] = another dose, or the depositor's remark. Unless noted, calls come from the whole dose curve; as a rule, active = well fitted curve in the direction sought with a large enough effect; inconclusive = small, poorly fitted or top-dose-only effect, or another doubt; inactive = no such curve, though single readings can be large; an effect the other way counts as inactive or inconclusive. Potency is the fitted concentration of half-maximal effect. These rows are one share of the data, so the mix of outcomes need not match the whole.
SMILES,Tau fluor counter,L3MBTL1 inh,TR SRC2 fluor cs,Tau FP inhib,TRb SRC2 PPI,RECQ1 inh,HTT cytoprotect,Tau ThT inhib
COc1cc(NS(C)(=O)=O)ccc1Nc1c2ccccc2nc2ccccc12,?,-9%,-4%,-1%,1%,-25%,-326%[inhibitor],14µM*
CCCn1c(SCC(=O)Nc2cccc(Cl)c2Cl)n[nH]c1=O,1%,17%,0%,4%,-1%,i,-21%,-4%
CC(=O)N1CCC2(CC1)C(C#N)=C(N)Oc1n[nH]c(C(F)(F)F)c12,-9%,-4%,-2%,2%,-14%,1%,-4%[1.9 µM],?
O=C(Cc1ccccc1)Nc1ccc2oc(-c3ccncc3)nc2c1,-18%,nt,-11%,-7%,0%,-7%,-28%[10 µM],-9%
COc1ccc(CCNC(=O)CCc2c(C)c3ccc(O)c(C)c3oc2=O)cc1,-21%,nt,6%,-4%,5%,nt,nt,-16%
CSc1cccc(NC(=S)N2CCC(N(C)C3CCCCCC3)CC2)c1,-10%,nt,-1%,1%,-1%,i,-18%,-1%
Cc1onc(-c2ccccc2)c1C(=O)NC(=S)Nc1sc2c(c1C#N)CCC(C)C2 (centres undefined),-15%,7%,-6%,-7%,3%,-12%,-15%[10 µM],?
CCOC(=O)N1CCC(N(CCN(C)C)C(=S)Nc2ccccc2C)CC1,0%,2%,8%,-3%,0%,-4%,28%[10 µM],-3%
C=CCNC(=O)Cn1nc(-c2ccccc2)ccc1=O,4%,-21%[11.4 µM],1%,-1%,-12%,i,-22%[0.074 µM],-1%
O=C(O)CCC/C=C\C[C@@H]1C(/C=C/[C@@H](O)COc2cccc(C(F)(F)F)c2)[C@@H](O)C[C@@H]1O (some centres undefined),-4%,nt,0%,-7%,-3%,4%,-31%[inhibitor],-2%
Cc1ccc(-c2cn3c(n2)sc2cc(C(=O)NCCCc4ccccc4)ccc23)c(C)c1,-14%,nt,1%,-8%,-2%,nt,nt,11%
CN(C)S(=O)(=O)N(CC(=O)Nc1ccccc1F)c1ccccc1,-8%,4%,-2%,-9%,-3%,i,-7%[1.9 µM],-6%
CCOC(=O)c1ccc(NC(=O)Cn2cnc3cc(C)c(C)cc32)cc1,-3%,nt,-1%,-6%,7%,-13%,11%[10 µM],nt
O=C(Nc1nc2ccc(Cl)cc2s1)c1cc(=O)c2ccccc2o1,-12%,nt,4%,-8%,5%,nt,nt,?
Fc1cc(F)c2nc(Nc3nc4c(F)cccc4s3)sc2c1,2%,1%,-2%,5%,2%,-3%,nt,5%
O=C(c1ccccc1)c1ccc2nc(N3CCCCC3)c3nncn3c2c1,-27%,7%,-2%,17%,5%,-8%,-18%,-16%
CCN1CCN(CCCNC(=O)c2csc3c2CCCCC3)CC1,-5%,-2%,-3%,-5%,2%,-2%,-5%,-5%
O=C(CN1C(=O)NC2(CCCc3ccccc32)C1=O)N1CCN(C(=O)c2ccco2)CC1 (centres undefined),-7%,nt,-1%,1%,3%,i,-10%[10 µM],-9%
Cc1ccc(NC(=O)c2cc(N3CCOCC3)nc3ccccc23)cc1,-9%,22%,1%,9%,-1%,i,-4%,-6%
O=S(=O)(c1ccccc1)c1nc(-c2ccccc2)oc1N1CCCCC1,-4%,nt,0%,1%,16%,-2%,-19%[10 µM],?
CCc1c(C)c2ccc(O)c(CN3CCN(c4ccccc4)CC3)c2oc1=O,-3%,nt,-1%,-5%,-4%,nt,nt,2%
CCN1CCN(c2oc(COc3ccc(-c4ccccc4)cc3)nc2C#N)CC1,-13%,?,0%,-4%,-19%,i,1%,-7%
COc1ncnc2c1oc1nc(CC(C)C)c3c(c12)CC(C)(C)OC3,-3%,-2%,0%,3%,-5%,4%,-23%,0%
C/C(=N\NC(=O)CC1N=C(Cc2ccccc2)NNC1=O)c1ccccc1 (centres undefined),1%,51%[activator],0%[53 µM],4%,-19%[53 µM],-4%,-3%,6%
CCOC(=O)CSc1nc2ccc(N)cc2s1,-23%,nt,-9%,7%,-5%,i,-2%,?

# Molecules above with an aryl methoxy group (3):
SMILES,Tau fluor counter,L3MBTL1 inh,TR SRC2 fluor cs,Tau FP inhib,TRb SRC2 PPI,RECQ1 inh,HTT cytoprotect,Tau ThT inhib
COc1cc(NS(C)(=O)=O)ccc1Nc1c2ccccc2nc2ccccc12,?,-9%,-4%,-1%,1%,-25%,-326%[inhibitor],14µM*
COc1ccc(CCNC(=O)CCc2c(C)c3ccc(O)c(C)c3oc2=O)cc1,-21%,nt,6%,-4%,5%,nt,nt,-16%
COc1ncnc2c1oc1nc(CC(C)C)c3c(c12)CC(C)(C)OC3,-3%,-2%,0%,3%,-5%,4%,-23%,0%

# Later entries:
SMILES,Tau fluor counter,L3MBTL1 inh,TR SRC2 fluor cs,Tau FP inhib,TRb SRC2 PPI,RECQ1 inh,HTT cytoprotect,Tau ThT inhib
CC1(C)CC(NC2C3CC4CC(C3)CC2C4)CC(C)(C)N1 (centres undefined),-14%,6%,0%,1%,-2%,i,10%[10 µM],-3%
COC(=O)C1=C(C)N(C)C(=S)N(C)C1c1ccc(OC)cc1 (centres undefined),-6%,0%,-1%,3%,6%,-2%,-10%,-3%
O=C(OCC(=O)c1ccc[nH]1)c1ccccc1,-11%,nt,-1%,1%,-6%,-4%,7%,-8%
c1ccc(-c2nc(-c3ccncc3)no2)cc1,1%,nt,1%,-1%,6%,0%,-37%,4%
CCOc1ccccc1CNC(=O)CCCc1cn(C)c2ccccc12,-21%,-8%,1%,2%,-4%,-13%,nt,-19%
Cc1ccc(N=Nc2c(C)[nH]n(C(N)=S)c2=O)cc1,4%,10%,-1%,1%,-4%,-2%,nt,4%
O=C(CSc1nncn1-c1ccccc1)Nc1ccc(N2CCOCC2)cc1,-10%,?,-5%,-1%,-16%,i,-12%,-19%
O=C(O)c1cc(S(=O)(=O)NCC2CCCO2)ccc1Cl (centres undefined),1%,3%,-1%,-5%,1%,-6%,-18%,0%
Cn1c(CSc2ncccn2)nnc1SCC(=O)N1CCCC1,3%,-8%,-3%,-1%,-7%,i,nt,-1%
CC1CCc2sc(C(=O)Nc3ccc(N4CCOCC4)cc3)cc2C1 (centres undefined),?,-2%,1%,10%,8%,-9%,-24%,?
CCc1nnc(NC(=O)CSc2nnnn2-c2cccc(C(C)=O)c2)s1,1%,-2%,-5%,-2%,-2%,i,nt,1%
O=C(Nc1ccccc1)C1CC2CCCC(C1)C2=O (centres undefined),0%,nt,-1%,-4%,-15%,7%,24%[10 µM],-3%
CC(=O)c1ccc(N2CC(C)(C)C2=O)cc1,3%,?,-1%,-9%,-14%,-4%,-20%,1%
Cc1ccc(N2CCN(c3cc(C)nc4c5c(C)cc(C)nc5nn34)CC2)cc1,7%,6%,-2%,2%,-5%,i,-4%,-4%
CCS(=O)(=O)Nc1ccc(-c2ccc(NS(=O)(=O)CC)c(OC)c2)cc1OC,6%,22%,0%,2%,-24%,-1%,5%[1.9 µM],5%
C=CCN1C(=O)C(CC(=O)Nc2ccccc2)SC1=Nc1c(C)n(C)n(-c2ccccc2)c1=O (centres undefined),-5%,1%,0%,-2%,-9%,0%,-17%,-4%
CC(C)(C)OC(=O)NNC(=O)c1ccc(Cl)cc1,8%,-3%,-4%,9%,1%,-8%,12%[10 µM],1%
O=C(/C=C/c1ccc2c(c1)OCO2)NCc1cn2cc(Cl)ccc2n1,0%,1%,-1%,-2%,4%,-13%,-12%,-14%
COc1ccc(CN(C)Cc2nc3scc(-c4ccccc4)c3c(=O)[nH]2)cc1OC,1%,-3%,-1%[53 µM],0%,4%[53 µM],-2%,3%[10 µM],-6%
O=C(Nc1cc(Cl)ccc1N1CCOCC1)c1cccnc1Cl,1%,4%,0%,0%,-2%,0%,-17%[10 µM],9%
COc1ccc(-c2cc(OC(=O)c3ccc(Cl)cc3)c3c(C)oc(C)c3c(=O)c2)cc1,-12%,nt,?,2%,-1%,nt,nt,?
CC(=O)N(CCCN(C)C)c1nc2ccc(C)cc2s1,-1%,nt,0%,2%,9%,-2%,19%,4%
CN(C1CCCCC1)S(=O)(=O)c1ccc(NC(=O)c2ccc(Br)o2)cc1,?,-4%,-5%,?,-6%,-16%,1%[10 µM],-5%
COc1ccc(-n2c(SCC(N)=O)nc3sc4c(c3c2=O)CCC4)cc1,-18%,-12%,-2%,2%,2%,-1%,-5%[10 µM],-19%
O=C1CSC2=NCN(c3ccccc3)CN12,-6%,1%,2%,10%,6%,-13%,-1%[10 µM],-13%
COC(=O)c1ccc(OCC2c3cc(OC)c(OC)cc3CCN2C(=O)C2CC2)cc1 (centres undefined),-4%,-6%,-3%,-3%,2%,?,-23%,-3%
O=C(CSc1nc2ccccc2s1)NCCOc1ccc(Cl)cc1,-21%,14%,1%,2%,-1%,-12%,-8%,?
CC(C)(O)C#Cc1ccc(C(=O)N2CCN(c3ccccc3)CC2)cc1,8%,10%,-1%,5%,-5%,-2%,nt,3%
O=C(O)CCC(=O)N1CCN(c2ncccc2C(F)(F)F)CC1,1%,11%,-3%,-1%,4%,13%,-10%[10 µM],0%

# Single records (already shown). Order of values: Tau fluor counter | L3MBTL1 inh | TR SRC2 fluor cs | Tau FP inhib | TRb SRC2 PPI | RECQ1 inh | HTT cytoprotect | Tau ThT inhib
# Shown for `Cn1c(CSc2ncccn2)nnc1SCC(=O)N1CCCC1` = 3% | -8% | -3% | -1% | -7% | i | nt | -1%
# Shown for `CC(C)(C)OC(=O)NNC(=O)c1ccc(Cl)cc1` = 8% | -3% | -4% | 9% | 1% | -8% | 12%[10 µM] | 1%

# Screening data from PubChem.
